Compound activity: PubChem BioAssay, several laboratories
TNAP inh hiacc = blocks human TNAP under high phosphate acceptor concentration; P05186; purified TNAP, CDP-star luminescence, 1 M DEA; inhibition, % at 20 µM; 200,000 compounds, 0.03% hits; AID 1135;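 active = over 50% inhibition of tissue-nonspecific alkaline phosphatase at 20 µM in the single-dose screen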;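 also: plate controls were DMSO wells for no effect and EDTA-quenched wells as full inhibition for full effect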
Target sequence (P05186 whole entry, looked up): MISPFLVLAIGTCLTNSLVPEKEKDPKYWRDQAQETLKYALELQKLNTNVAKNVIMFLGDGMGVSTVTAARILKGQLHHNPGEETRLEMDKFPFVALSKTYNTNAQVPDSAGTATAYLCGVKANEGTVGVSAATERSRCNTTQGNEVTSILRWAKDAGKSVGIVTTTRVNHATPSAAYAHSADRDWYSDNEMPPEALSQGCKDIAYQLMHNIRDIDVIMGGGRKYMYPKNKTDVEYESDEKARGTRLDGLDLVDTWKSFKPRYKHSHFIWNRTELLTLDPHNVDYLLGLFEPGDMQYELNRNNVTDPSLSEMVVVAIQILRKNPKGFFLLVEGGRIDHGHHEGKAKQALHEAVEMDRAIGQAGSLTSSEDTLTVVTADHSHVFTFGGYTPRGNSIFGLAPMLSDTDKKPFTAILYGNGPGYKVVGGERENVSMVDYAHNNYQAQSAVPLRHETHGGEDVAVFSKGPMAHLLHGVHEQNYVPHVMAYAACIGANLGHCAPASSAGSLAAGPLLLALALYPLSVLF
PPARg SRC3 recr = PPARgamma-driven SRC-3 recruitment agonism. P37231. biochemical PPARgamma/SRC-3 coactivator recruitment assay. activation, % at 8 µM. 200,000 compounds, 0.26% hits. AID 731; in the data active = activation above about 23%;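 also: 0% = DMSO and 100% = reference agonist; some compounds past the cut are filed as inactive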
bIAP activator = intestinal alkaline phosphatase (bovine) activation; purified bovine IAP, CDP-star luminescence, 30 min; hits give high values; fold of DMSO-control signal, blank-subtracted; 200,000 compounds, 0.17% hits; activation factor at 20 µM;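 active = activation factor of 2 or more at 20 µM, a signal rise over negative controls twice the positive control's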
TR-FRET SRC-2 ct = flags TR-FRET format artefacts in PPARgamma SRC-2 recruitment agonist screen | TR-FRET artefact counter-screen; hits give high values | TR-FRET ratio at 8 µM | 200,000 compounds, 0.4% hits; in the data active = TR-FRET ratio above about 2000; also: inactives centre near 1500
PPARg SRC2 recr = PPARgamma-driven SRC-2 recruitment agonism; 200,000 compounds, 0.34% hits; activation, % at 8 µM; PPARgamma LBD-SRC-2 recruitment, biochemical; P37231; in the data active = activation above about 22%;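 also: 0% = vehicle and 100% = reference agonist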
TNAP act hi DEA = activators of human TNAP at high phosphate acceptor concentration | purified TNAP, CDP-star luminescence, 1 M DEA, 30 min; hits give high values; 0 = EDTA background, 1 = DMSO-only activity | P05186 | 200,000 tested, under 10 active | activation factor at 20 µM | AID 1136;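 active = activation factor at least 2 at 20 µM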
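system = human TNAP | amount = enzyme diluted 1/800 final | reagent = 100 µM CDP-star substrate | signal = luminescent substrate turnover signal | dosing = one dose, 20 µM | benchmarks = EDTA negative control, DMSO positive control | measure = activation factor | timing = 30 min reaction, room temperature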
PPARg SRC-1 ag = agonists of human PPARgamma SRC-1 coactivator recruitment; PPARgamma-SRC-1 coactivator recruitment biochemical assay; 200,000 compounds, 0.41% hits; activation, % at 8 µM; in the data active = activation above about 19%;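 also: 0% = DMSO and 100% = reference agonist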
TNAP inh noacc = TNAP (human) inhibition, acceptor-free conditions; 200,000 compounds, 0.26% hits; inhibition, % at 20 µM; purified TNAP, CDP-star luminescence, 30 min;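 active = tissue-nonspecific alkaline phosphatase inhibition above about 50% at 20 µM in the single-dose screen, limit read from the data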;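 also: 0% = DMSO negative control and 100% = EDTA positive control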
bIAP inh = intestinal alkaline phosphatase (bovine) inhibition; inhibition, % at 20 µM; purified bovine IAP, CDP-star luminescence, 30 min; 190,000 tested, under 10 active;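 active = over 50% inhibition of intestinal alkaline phosphatase at 20 µM in the single-dose screen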
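Assay system – bovine IAP enzyme · Quantity – bovine IAP at 1/65,000,000 final dilution · Detection – CDP-star luminescence signal · Times – 30 min reaction at room temperature · Also added – CDP-star substrate at 30 µM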
HMGR II inh = E. faecalis class II HMG-CoA reductase inhibition; inhibition, % at 10 µM; 190,000 compounds, 0.41% hits; purified E. faecalis HMGR, NADPH absorbance 340 nm kinetic;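 active = inhibition above a set limit, the median over all tested compounds plus 3 SD, cut at about 9.5% in these data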;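 also: enzyme runs in reverse so mevalonate oxidation gives rising NADPH absorbance; 0% = complete reaction with DMSO and 100% = background rate lacking mevalonate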
Starred values were filed as active, the others as inactive; nt = not tested or not shown. Not a hit list; about 1.6% have a hit in one of these screens.

SMILES	TNAP inh hiacc	PPARg SRC3 recr	bIAP activator	TR-FRET SRC-2 ct	PPARg SRC2 recr	TNAP act hi DEA	PPARg SRC-1 ag	TNAP inh noacc	bIAP inh	HMGR II inh
COc1ccc(/C=C(\C#N)C(=O)OCC(=O)Nc2ccc(-c3nc4ccc(C)cc4s3)cc2)cc1	-3.4	-3.6	1	1480	0.2	1	-6.0	-4.6	-4.5	-2.4
CC(C)(C)c1cc(OS(C)(=O)=O)ccc1O	0.2	-5.4	1.1	1387	-1.7	1	2.5	3.3	-6.8	-5.1
O=C(COC(=O)c1cccnc1Cl)Nc1ccc2c(c1)OCCO2	-3.6	1.9	1.1	1654	-2.0	1	-0.6	-4.7	-7.1	1.6
O=C1CC(c2ccccc2)Cc2nc3nc(C(F)(F)F)nn3cc21 (stereo not drawn)	-3.5	2.9	1.3	1511	3.0	1	-0.5	-3.0	-28.2	-13.4
O=C1OCc2cc(NC(=O)C34CC5CC(CC(C5)C3)C4)ccc21	1.7	-20.2	0.9	1365	-3.5	1	-3.5	-5.5	12.3	1.0
COC(=O)c1cc2c(=O)n3cccc(C)c3nc2n(Cc2cccnc2)c1=N	-2.8	nt	1	nt	nt	1	nt	-8.2	-1.1	nt
O=C(CC(C(=O)O)C1CCCO1)NCc1ccccc1 (stereo not drawn)	-2.4	-1.5	1	1451	4.9	1	-8.0	-10.7	1.8	2.3
COc1ccccc1NC(=S)NC(=O)C1CC1	-5.5	1.6	0.9	1484	1.8	1.1	5.4	-8.9	5.0	-1.8
CCOC(=O)N1CCN(C(=O)c2ccc(S(=O)(=O)c3ccc(C)cc3)c(NC(C)=O)c2)CC1	-4.2	-5.5	1	1581	4.8	1	0.1	-10.0	2.9	-6.0
Cc1nn(-c2ccccc2)c(C)c1/C=N/NC(=O)CSc1nnc(SCc2ccccc2Cl)s1	-4.6	1.8	1.1	1503	3.0	1	1.1	-7.7	-15.0	0.5
O=C(O)c1ccc(/C=N/NC(=S)NC2CCCCC2)cc1	0.7	2.1	0.9	1797	4.3	1	0.0	-4.9	14.7	4.5
Cc1ccc(OC(=O)c2ccccc2P(=O)(O)O)cc1	-2.6	6.6	0.9	1758	-1.6	1	-0.5	-4.7	12.0	-4.6
CCOC(=O)N1CCN(c2c(N3CCc4ccccc4C3)c(=O)c2=O)CC1	1.3	-1.7	0.9	1633	-7.9	1	2.5	-10.0	11.9	5.2
O=C(c1c(F)cccc1F)N(Cc1cccs1)C1CCCC1	-9.1	7.4	0.9	1598	3.2	1.1	12.0	-9.2	5.6	-0.9
CC(C)Cn1c(-c2ccco2)nc2c(c(=O)c3ccccc3n2C)c1=O	-0.6	2.5	0.9	1582	0.2	1	8.2	-5.1	6.2	-5.9
CSc1nccn1CC(=O)Nc1ccc(F)cc1	-4.1	10.6	1	1525	6.5	1	3.5	-1.7	1.9	-6.5
NC(=O)COC(=O)CC(c1ccccc1)c1ccccc1	1.7	-5.7	1	1584	2.8	1	-1.3	0.3	-4.1	-5.0
O=S(=O)(c1ccc2nc(SCc3ccc(Cl)cc3)[nH]c2c1)N1CCOCC1	-3.2	3.6	0.9	1773	5.2	1	-0.1	-29.0	14.5	-2.2
CCCc1cc2c(cc1NS(=O)(=O)c1ccc(CCNC(C)=O)cc1)OCO2	-1.3	-1.3	1	1486	-9.5	1	4.0	1.5	-4.5	0.0
COc1ccc(CCNC(=O)COc2ccc(S(=O)(=O)NC(C)C)cc2)cc1OC	-2.5	-0.3	1.2	1737	0.9	1	2.8	-1.4	-15.4	-3.6
Cn1c(=S)[nH]c2cccnc21	-2.7	1.6	0.8	1448	8.5	1	11.6	-7.0	20.4	-0.1
CCOC(=O)c1sc(NC(=O)CC)c(C#N)c1C	-4.8	4.8	0.9	1651	3.4	1	-1.7	-10.7	6.8	-4.3
c1ccc(CNC2=NCCCC2)cc1	0.7	0.6	0.9	1559	3.6	1	11.4	-4.2	6.8	0.1
COc1ccc(CN2C(=O)c3ccccc3C2C(=O)NCc2cccnc2)c(OC)c1 (stereo not drawn)	-6.1	6.1	1	1605	6.2	1.1	3.5	-15.0	4.4	-6.3
CCCc1nc2ccccc2c(C(=O)OCC(=O)NCc2ccc3c(c2)OCO3)c1CC	1.1	3.1	0.9	1604	3.6	1	2.8	1.7	14.5	-1.4
Cc1ccc(C(=O)Nc2ccccc2-c2ccccc2)cc1[N+](=O)[O-]	-4.8	-1.0	0.9	1519	4.5	1	-5.9	-12.5	13.9	4.0
Cc1[nH]c2ccccc2c1C(=O)CN1C(=O)C(=O)N(Cc2ccco2)C1=O	-6.2	-0.1	1	1699	2.5	1.1	-4.7	-10.1	1.6	-2.6
Cc1ccc(CCNc2ccccc2C)cn1	-0.2	-11.7	0.9	1511	-1.6	1	-4.3	-5.0	5.6	-3.1
CCOC(=O)COc1c(OC)cc(Cl)cc1C1Nc2ccccc2C(=O)N1c1ccccc1 (stereo not drawn)	-8.1	0.8	1	1555	0.6	1.1	-3.7	-6.7	-4.9	-3.8
COc1ccc(Cl)cc1-n1c(=S)sc2c(=O)[nH]c(SCC(=O)NCC3CCCO3)nc21 (stereo not drawn)	-3.2	7.0	1	1613	3.6	1	6.7	-10.1	-1.9	-8.0
CCN1/C(=N\N)c2cccc3cccc1c23	10.1	3.4	0.9	1766	11.7	0.9	5.4	-36.8	12.4	-1.4
CC(OC(=O)c1ccc2ncsc2c1)C(=O)NCc1ccccc1 (stereo not drawn)	-4.2	0.9	0.9	1594	1.8	1	0.3	-1.3	13.9	-8.4
Cn1c(=O)cc(OCC(=O)NC2CCCCC2)c2ccccc21	-3.8	10.4	0.7	1620	1.3	1	4.2	-9.5	26.3	-6.6
OCCNCCCCOc1ccc(F)cc1	-6.6	-4.3	1	1410	-2.1	1.1	0.1	-2.5	0.4	-1.6
Cc1nn2c(=O)nc3sc4c(c3c2[nH]c1=O)CCCC4	nt	16.0	nt	1597	1.2	nt	-2.3	nt	nt	nt
Cc1ccc(NC(=O)COC(=O)Cn2cnc3ccccc32)cc1S(=O)(=O)N(C)C	-4.8	-1.0	0.9	1492	5.3	1	7.6	-12.2	9.1	-1.3
Cn1c(Sc2ccc([N+](=O)[O-])cc2C(F)(F)F)nnc1-c1ccccc1	0.0	9.8	0.9	1497	3.2	1	10.1	-6.8	6.2	1.7
Cc1nc2ccc(C(=O)N3c4ccccc4CC3C)cc2s1 (stereo not drawn)	-4.5	-2.1	1	1729	-2.8	1	9.2	-19.8	-3.8	-1.7
Cc1ccc(-c2cc(C(F)F)n3ncc(C(=O)N4CCN5CCCC5C4)c3n2)cc1 (stereo not drawn)	0.7	9.2	1.1	1585	6.0	1	-0.6	-2.9	-5.0	-5.4
NC(=O)C1CCN(Cc2nc3c(Br)cc(Br)cc3c(=O)[nH]2)CC1	-3.0	4.5	1.4	1910	4.8	1	-5.4	-30.4	-35.4	-1.4

6 entries already listed, arranged by the value under HMGR II inh, lowest first.
compound	HMGR II inh
CC(OC(=O)c1ccc2ncsc2c1)C(=O)NCc1ccccc1 (stereo not drawn)	-8.4
COc1ccc(Cl)cc1-n1c(=S)sc2c(=O)[nH]c(SCC(=O)NCC3CCCO3)nc21 (stereo not drawn)	-8.0
COc1ccc(CN2C(=O)c3ccccc3C2C(=O)NCc2cccnc2)c(OC)c1 (stereo not drawn)	-6.3
CCOC(=O)COc1c(OC)cc(Cl)cc1C1Nc2ccccc2C(=O)N1c1ccccc1 (stereo not drawn)	-3.8
CCN1/C(=N\N)c2cccc3cccc1c23	-1.4
Cn1c(Sc2ccc([N+](=O)[O-])cc2C(F)(F)F)nnc1-c1ccccc1	1.7

Additional entries.
SMILES	TNAP inh hiacc	PPARg SRC3 recr	bIAP activator	TR-FRET SRC-2 ct	PPARg SRC2 recr	TNAP act hi DEA	PPARg SRC-1 ag	TNAP inh noacc	bIAP inh	HMGR II inh
C=CCn1c(SCCN2CCOCC2)nc2c1c(=O)[nH]c(=O)n2C	-2.4	-2.4	0.9	1622	3.2	1	4.0	12.4	13.0	-3.9
COc1cc(/C=C2/C(=O)ON=C2C)ccc1OCc1ccccc1F	-1.3	3.2	1	1492	-2.2	1	3.6	-5.0	0.3	-4.2
C=CCNC(=O)C1CC(=O)N(c2ccc(Br)cc2)C1 (stereo not drawn)	-4.4	1.8	1	1665	0.9	1	11.9	-4.6	4.8	-0.8
CCOC(=O)C(=CNc1cc(C)ccn1)C(=O)OCC	-3.1	2.7	0.8	1479	10.4	1	-0.9	-7.3	23.2	-1.9
CCc1nnc(NC(=O)CSc2nccn2-c2ccccc2)s1	-3.5	1.1	0.9	1658	-1.1	1	0.6	-2.5	11.2	-4.7

Reformatted: three of the compounds above
SMILES,TNAP inh hiacc,PPARg SRC3 recr,bIAP activator,TR-FRET SRC-2 ct,PPARg SRC2 recr,TNAP act hi DEA,PPARg SRC-1 ag,TNAP inh noacc,bIAP inh,HMGR II inh
C=CCNC(=O)C1CC(=O)N(c2ccc(Br)cc2)C1 (stereo not drawn),-4.4,1.8,1,1665,0.9,1,11.9,-4.6,4.8,-0.8
CCOC(=O)C(=CNc1cc(C)ccn1)C(=O)OCC,-3.1,2.7,0.8,1479,10.4,1,-0.9,-7.3,23.2,-1.9
CCc1nnc(NC(=O)CSc2nccn2-c2ccccc2)s1,-3.5,1.1,0.9,1658,-1.1,1,0.6,-2.5,11.2,-4.7

Copied from the list:
Under bIAP inh, C=CCNC(=O)C1CC(=O)N(c2ccc(Br)cc2)C1 (stereo not drawn) reads 4.8
Under bIAP activator, C=CCn1c(SCCN2CCOCC2)nc2c1c(=O)[nH]c(=O)n2C reads 0.9
Under TNAP act hi DEA, CCOC(=O)C(=CNc1cc(C)ccn1)C(=O)OCC reads 1
